# Compound activity as filed in PubChem.
# OX1R antag-1: human HCRTR1 antagonism | CHO/OX1R cells, Fluo-8 calcium fluorescence, orexin A | inhibition, % at 5 µM | 330,000 tested, 0.43% active | AID 434989;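 active means inhibition above its plate's threshold, mean inhibition of all tested compounds on the plate plus 3 SD, cut at about 37% in these data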;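 further: 0% = orexin A challenge wells and 100% = SB-334867-A antagonist wells; not every result past the cut was called active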
# Target sequence (O43613 whole entry, looked up): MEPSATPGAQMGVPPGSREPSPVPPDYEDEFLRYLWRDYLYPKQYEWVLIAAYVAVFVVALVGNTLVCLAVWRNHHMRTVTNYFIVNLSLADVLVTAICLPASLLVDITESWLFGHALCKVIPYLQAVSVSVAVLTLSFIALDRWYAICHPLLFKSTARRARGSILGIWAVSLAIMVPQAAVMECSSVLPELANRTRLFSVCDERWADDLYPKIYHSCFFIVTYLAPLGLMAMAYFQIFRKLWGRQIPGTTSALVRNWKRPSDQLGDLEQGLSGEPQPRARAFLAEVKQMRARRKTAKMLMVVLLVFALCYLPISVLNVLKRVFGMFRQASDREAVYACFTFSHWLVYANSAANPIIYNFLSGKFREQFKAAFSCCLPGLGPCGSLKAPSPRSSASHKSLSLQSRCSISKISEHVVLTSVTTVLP
# OX1R antag-2: OX1R (human) antagonism. OX1R-expressing cells, FRET antagonist read-out. inhibition, % at 6.6 µM. 330,000 tested, 1.8% active. AID 485270; in the data active means inhibition mostly above about 38%, no sharp cut-off; inactive means mostly below about 40%;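 further: 0% = agonist challenge alone and 100% = reference antagonist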
# STK33 inh: human STK33 kinase inhibition; purified STK33, MBP phosphorylation, ADP-Glo luminescence; Q9BYT3; 320,000 tested, 0.073% active; inhibition, % at 10 µM;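 active means inhibition at or above 25%, using the most active replicate where run in duplicate; inactive means inhibition below 25%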
# Target sequence (Q9BYT3 whole entry, looked up): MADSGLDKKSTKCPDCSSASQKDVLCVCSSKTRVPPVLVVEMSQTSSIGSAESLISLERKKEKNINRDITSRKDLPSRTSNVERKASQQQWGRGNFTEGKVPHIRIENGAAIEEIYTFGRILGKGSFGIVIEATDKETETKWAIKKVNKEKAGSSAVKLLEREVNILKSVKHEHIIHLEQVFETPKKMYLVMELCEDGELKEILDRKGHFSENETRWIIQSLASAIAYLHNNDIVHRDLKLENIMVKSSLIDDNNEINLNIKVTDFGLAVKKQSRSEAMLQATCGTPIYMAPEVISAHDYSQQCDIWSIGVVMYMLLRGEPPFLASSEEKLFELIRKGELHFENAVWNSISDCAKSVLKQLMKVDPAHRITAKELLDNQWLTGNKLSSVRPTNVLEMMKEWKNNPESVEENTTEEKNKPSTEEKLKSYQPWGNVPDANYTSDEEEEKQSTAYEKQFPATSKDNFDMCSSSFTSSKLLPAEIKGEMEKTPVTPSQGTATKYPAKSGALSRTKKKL
# Starred values were filed as active, the others as inactive; / = not tested or not shown.
# Each structure is followed by: OX1R antag-2 | STK33 inh | OX1R antag-1
- CC(C)CN(C(=O)COc1cccc(-n2cnnn2)c1)C1CCS(=O)(=O)C1 (configuration not stated)
    -1 | 0.3 | -13
- COC(=O)CC1C(=O)NCCN1C(=O)CSc1nnc(Nc2ccc(C)cc2)s1 (configuration not stated)
    7 | -0.3 | -12
- CCN(C(=O)CN1CCN(c2ccc(OC)cc2)CC1)c1c(N)n(Cc2ccccc2)c(=O)[nH]c1=O
    15 | -0.6 | -19
- O=P(O)(C(O)c1ccccc1)C(O)c1ccccc1 (configuration not stated)
    23 | -1.7 | 4
- Cn1c(=O)c(C(=O)CN2CC(=O)Nc3ccccc32)c(N)n(Cc2ccccc2)c1=O
    14 | 0.0 | -18
- CC1CCCC(NC(=O)CSc2ncnc3ccccc23)C1C (configuration not stated)
    4 | -1.9 | -18
- Cc1ccccc1NC(=O)Cn1c(=O)n(Cc2ccccc2)c(=O)c2c(C)c(C)sc21
    11 | 0.5 | -32
- CCOc1cc(/C=N/NC(N)=O)cc(Br)c1OCc1ccccc1F
    20 | 0.3 | -17
- CC(=O)Nc1cccc(C(=O)N(Cc2ccccc2)Cc2ccccc2)c1
    21 | -1.5 | -18
- COc1ccc(-n2c(Cc3cccn3C)nnc2SCC(=O)NC2CCCCC2)cc1
    14 | 3.3 | -18
- CN1/C(=C\C(=O)CSc2nncn2C)C(C)(C)c2ccccc21
    4 | 0.6 | -8
- O=C(C1CC1)N1CCN(Cc2ccccc2)CC1
    -3 | 0.2 | -6
- Cc1ccc(-n2nc3c(=O)n(CCCC(=O)NCc4ccccc4C)nc(C)c3c2C)cc1
    11 | 0.0 | -35
- CN(Cc1ccccc1)C(=O)c1[nH]cnc1C(=O)Nc1ccccc1
    4 | 0.8 | 5
- Cc1ccc(-c2ccc(CO)o2)cc1N
    17 | 1.0 | -10
- CCCCOc1ccc(/C=C2/Sc3ccccc3C2=O)cc1
    16 | -1.4 | -8
- COc1cc(NC(=O)CCc2c(C)[nH]c(=O)c(C#N)c2C)cc(OC)c1
    18 | -0.8 | -6
- O=C(C1CCCN1S(=O)(=O)c1cccc2nsnc12)N1CCCCC1 (configuration not stated)
    61 | 0.7 | -17
- O=C1CN(C(=S)Nc2ccccc2Cl)CCN1
    7 | -0.2 | -15
- CSc1ccc(/C=C/C(=O)Nc2ccccc2)cc1
    29 | -0.7 | -2
- CC1CCN(C(=O)C2CCCN(S(=O)(=O)c3cccc4nsnc34)C2)CC1 (configuration not stated)
    27 | -0.8 | -24
- Cc1ccc(NC(=O)CS(=O)CC(=O)N(c2ccccc2F)C(C)C(=O)NC2CCCC2)cc1 (configuration not stated)
    24 | -0.9 | -29
- O=C(O)c1ccc(N2CCc3ccccc32)c([N+](=O)[O-])c1
    18 | -0.6 | 2
- CCOc1cc(N2CCOCC2)c(OCC)cc1NC(=O)COC(=O)[C@@H]1CCCN1S(=O)(=O)c1ccccc1F
    12 | -0.4 | -25
- COc1ccc([C@H]2/C=C\CN(Cc3ccc(N(C)C)cc3)[C@@H](C)C(=O)N2Cc2ccc(F)cc2)cc1
    13 | 1.6 | -35
- C#CC(C)(CC)NC(=O)Cn1nnc(-c2ccc(S(C)(=O)=O)cc2)n1 (configuration not stated)
    5 | -0.6 | -12
- CCCCNc1nc(Nc2ccc(C)c(Cl)c2)c2cnn(C)c2n1
    4 | -1.4 | -26
- COc1cccc(CN2CC(C(=O)N(C)CCCC3CCCC3)CCC2=O)c1 (configuration not stated)
    10 | 0.2 | -20
- Cc1cc(C)cc(OC(C)c2ccnc3nc(/N=C/N(C)C)nn23)c1 (configuration not stated)
    14 | 0.0 | -10
- Cc1cc(C)nc(NC(=O)/C=C/c2ccc(Cl)cc2Cl)c1
    92* | -2.1 | 43
- O=S(=O)(NCC(c1ccco1)N1CCOCC1)c1ccc(Cl)cc1 (configuration not stated)
    24 | -1.1 | -20
- CNc1ccccc1-c1nc2ccccc2n(C)c1=O
    29 | -3.2 | -23
- CCOc1ccc(-n2c(SCC(=O)Nc3ccc(OC)cc3)nc3sc4c(c3c2=O)CCN(C)C4)cc1
    -3 | -0.4 | -13
- Cc1nn(C)c(C(=O)Nc2ccn(Cc3ccccc3F)n2)c1[N+](=O)[O-]
    7 | 0.0 | -11
- Cc1cccc(C)c1OCC(O)CN1CCC(CN2C(=O)c3cccc4cccc(c34)C2=O)CC1 (configuration not stated)
    19 | -2.1 | -31
- CCN1C(=O)/C(=C2\C=Cc3ccccc3N2CC)SC1=S
    34 | -0.3 | -21
- COCCNC(=S)N1CCN(c2cccc(C(F)(F)F)c2)CC1
    15 | 0.7 | -24
- CCn1cc(CN2CCCC(CNC(=O)COc3ccccc3OC)C2)c(C)n1 (configuration not stated)
    4 | -1.0 | -12
- O=C(Nc1cccc(S(=O)(=O)N2CCCCC2)c1)c1ccccc1NS(=O)(=O)c1ccc(F)cc1
    50 | -0.7 | 15
- O=C(NCc1cccs1)C1CCN(S(=O)(=O)c2cccs2)CC1
    20 | -0.2 | -26
- COc1ccccc1CCNC(=O)Cc1cccs1
    14 | 0.2 | -10
- CCOc1ccc(NC2OCC(O)C(O)C2O)c([N+](=O)[O-])c1 (configuration not stated)
    82* | / | -12
- COc1ccc(NC(=O)CCNS(=O)(=O)c2cccc3nsnc23)cc1OC
    84* | -1.7 | -4
- CC[C@]12c3[nH]c4ccc(Cl)cc4c3CCN1C(=O)[C@@H](CC(=O)NCc1ccc(OC)c(OC)c1)C[C@@H]2C(=O)N1CCN(C(=O)c2ccco2)CC1
    9 | / | -17
- COc1cccc(CNC(=O)CCc2ccc(OC)c(OC)c2)c1
    14 | 0.2 | -17
- C/C(=N\NC(=S)NCCc1ccccc1)c1ccc(Cl)cc1
    13 | -0.5 | -31
- COc1c(F)c(F)c(C(=O)Nc2ccc(N3CCN(Cc4ccccc4)CC3)cc2)c(F)c1F
    1 | -0.2 | -10
- Cc1noc(C)c1C(=O)N(CC(=O)NC1CCCC1)Cc1ccccc1F
    6 | 0.2 | -21
- N#Cc1ccsc1NC(=O)CSc1ncn[nH]1
    7 | 7.6 | -25
- Clc1cccc(-c2ccc3ncnc(NCc4cccs4)c3c2)c1
    13 | -1.2 | -6
- COc1ccccc1N1CCN(C(=O)C(F)F)CC1
    6 | -1.4 | -16
- CC(NC(=O)c1ccccc1)C(=O)N/N=C/c1ccccc1 (configuration not stated)
    3 | 0.4 | -11
- O=c1cc(O)c2sc(Nc3ccc(Cl)c(F)c3)nc2[nH]1
    7 | -2.2 | -21
- Cc1cc(OCc2cc(C(=O)N(C)Cc3nonc3C)no2)cc(C)c1Cl
    17 | -3.4 | -1
- CCCC(=O)NC(=S)Nc1ccc(S(=O)(=O)Nc2ccc(OCC)cc2)cc1
    3 | 1.3 | 13
- COc1ccc(C)cc1NC(=O)C1CCCN(S(=O)(=O)c2cccc3cccnc23)C1 (configuration not stated)
    79* | 0.7 | 32
- CCc1ccccc1NC(=O)COc1ccc2oc(-c3ccc(OC)cc3)cc(=O)c2c1
    15 | 0.0 | -30
- O=C(CN1CCCCCC1)Nc1ccccc1Oc1ccccc1
    12 | 0.0 | -33
- O=C(COC(=O)c1ccc(O)cc1O)Nc1cccc2ccccc12
    6 | -0.9 | -3
- COc1ccc(C(=O)NCc2nnc(SCC(=O)c3ccccc3)n2C)cc1OC
    22 | / | -5

# The results go on.
# Each structure is followed by: OX1R antag-2 | STK33 inh | OX1R antag-1
- CCn1c(SCC(=O)N(C)C)nc2cc(S(=O)(=O)N3CCOCC3)ccc21
    9 | -0.3 | -22
- Cc1ccc2c(c1)C(c1ccccc1)N(C(=O)c1ccc3c(c1)OCO3)CC(=O)N2 (configuration not stated)
    15 | 0.8 | -8
- O=C(c1noc2c1CCCC2)N1CCOCC1
    0 | -0.3 | 13
- CCOCCCNC(=O)C(c1ccccc1)N(Cc1cccs1)C(=O)CNC(C)=O (configuration not stated)
    4 | -0.5 | -18
- COc1ccc(S(=O)(=O)N2CCCOC2CNC(=O)C(=O)NCCCn2ccnc2)cc1OC (configuration not stated)
    19 | -0.2 | 1
- CN1c2ccsc2/C(=N/Nc2ccccc2)CS1(=O)=O
    25 | 0.5 | -29
- CC(=O)Oc1ccc(N2C(=O)c3cccc4c([N+](=O)[O-])ccc(c34)C2=O)cc1
    30 | -1.4 | 44*
- O=C(CC1CCS(=O)(=O)C1)Nc1ccc[nH]c1=O (configuration not stated)
    8 | -1.2 | 2
- OC1(C2(O)CC(c3ccccc3)ON2)CCCCC1 (configuration not stated)
    7 | -0.9 | -12
- COc1cc2c(cc1OC)C(c1ccc(C(F)(F)F)cc1)CC(=O)N2 (configuration not stated)
    12 | -1.3 | 3
- CCC(SC1=N/C(=C/c2ccccc2)C(=O)N1c1ccccc1)C(=O)Nc1cc(C)on1 (configuration not stated)
    8 | -1.6 | -11
- COc1ccc(C)cc1NC(=O)COC(=O)c1c(C)nn(-c2ccccc2)c1C
    30* | -0.2 | 37
- O=C1C=C(c2ccc(Cl)nc2)C[C@@H](c2ccc3c(c2)OCO3)C1
    15 | 0.2 | -22
- CCOC(=O)CN1C(=O)N[C@H](c2ccc(Br)cc2)C(C(C)=O)=C1C
    15 | -0.6 | -32
- Cc1noc(C)c1S(=O)(=O)N1CCC(C(=O)O)CC1
    -2 | -0.9 | 18
- COC(=O)c1ccccc1-c1ccc(/C=C2\C(=O)N(c3ccccc3)N=C2c2ccccc2)o1
    13 | -2.1 | -16
- Cc1nn(C)cc1CN(C)C(=O)c1cc(-c2ccccc2)nc2ccc(Br)cc12
    22 | 0.1 | -22
- O=C(NNC(=S)Nc1ccc(F)cc1)C1[C@H]2CCCC[C@@H]12 (some centres not stated)
    3 | 1.8 | -6
- O=[N+]([O-])c1ccccc1CN1CCN(Cc2c[nH]c3ccccc23)CC1
    9 | 0.1 | 23
- C=C(C)c1cccc(C(C)(C)NC(=O)N2CCCC(C)C2)c1 (configuration not stated)
    24 | -0.5 | -39
- C[C@H](CO)N1C[C@H](C)[C@@H](CN(C)S(C)(=O)=O)Oc2ccc(NC(=O)Cn3cnnn3)cc2C1=O
    8 | -0.4 | -12
- Cc1ccc(-n2nc3c(=O)n(CC(=O)NCc4ccccc4Cl)nc(C)c3c2C)cc1
    12 | -1.9 | -17
- COc1ccc(C(=O)Nc2nc(C)cc(C)n2)cc1
    14 | -0.5 | -10
- Cc1cccc(OCc2nnc(SCC(=O)Nc3cccc(C(=O)N4CCOCC4)c3)n2C)c1C
    19 | -0.5 | -40
- C#CCOCCOCCOCCNc1nc(N2CCN(C(=O)[C@H](CCCCN)n3cc(CN)nn3)CC2)nc(N2CCN(C(=O)[C@H](CC(N)=O)n3cc(C(N)[C@H](C)CC)nn3)CC2)n1 (some centres not stated)
    1 | -0.3 | -2
- CC1=NN(c2ccc(Cl)cc2)C(=O)/C1=C\c1cccn1-c1ccc(S(N)(=O)=O)cc1
    0 | 0.9 | -3
- CCN(Cc1ccccc1)C(=O)COc1ccccc1
    10 | -3.1 | -12
- O=C(CSc1ccc2nnc(-c3ccccn3)n2n1)NCc1ccco1
    14 | 0.7 | -25
- O=C(N/N=C/c1ccncc1)c1ccccc1[N+](=O)[O-]
    21 | -0.8 | 1
- CCC(c1nnnn1Cc1ccco1)N(CCc1ccccc1)Cc1cc2cc(C)ccc2[nH]c1=O (configuration not stated)
    14 | -1.2 | -27
- O=C(/C=C/C=C/c1ccccc1)CC1(O)C(=O)N(CCc2ccccc2)c2ccccc21 (configuration not stated)
    8 | 0.9 | -13
- CC1(NC(=O)Cc2csc(-c3cccc(Cl)c3)n2)CCS(=O)(=O)C1 (configuration not stated)
    4 | -0.6 | -11
- Cc1cc(S(=O)(=O)N2CCN=C2c2ccccc2)c(Cl)cc1Cl
    15 | -1.4 | -14
- Cc1ccccc1OCCSc1nnc(-c2ccncc2)n1C
    10 | -0.5 | -14
- Cc1csc(SCC(=O)Nc2ccccc2C)n1
    2 | -0.1 | -19
- Oc1cccc(/C=N/Nc2ccc(Cl)nn2)c1O
    7 | 3.1 | -19
- C=CCn1c(SC(C)C(N)=O)nc2sc(CC)cc2c1=O (configuration not stated)
    5 | 0.2 | 0
- C=CCc1ccccc1OCC(O)CNC(C)C (configuration not stated)
    9 | / | -17
- COc1ccccc1NC(=O)c1cc(C(=O)Nc2ccccc2OC)cc([N+](=O)[O-])c1
    1 | -0.1 | -31
- O=C(COc1ncnc2ccccc12)Nc1ccc(Cl)c([N+](=O)[O-])c1
    27 | 0.0 | -18
- S=C(NCCN1CCOCC1)N/N=C/c1ccccc1
    15 | -0.6 | -14
- Cc1cc(NC(=O)Nc2cc(C)nn2-c2ccccc2)n(-c2ccccc2)n1
    4 | -2.2 | -19
- CCOC(=O)C1(CCOc2ccccc2)CCN(Cc2ccc(OC)c(COC)c2)CC1
    6 | 5.8 | 5
- O=C(COc1ccc([N+](=O)[O-])cc1Cl)Nc1ccc2[nH]c(=O)[nH]c2c1
    9 | 1.1 | 5
- c1cc(-c2nnc3n2CCCCC3)ccn1
    6 | -3.0 | 4
- CCCOc1cccc(C2/C(=C(/O)c3ccc(F)cc3)C(=O)C(=O)N2CCN(C)C)c1 (configuration not stated)
    33 | 0.9 | -18
